Assay outcomes (PubChem BioAssay)
14-3-3 PPI: modulators of 14-3-3 gamma protein binding, primary screen, biochemical, fluorescence polarization | 14-3-3 protein gamma (Homo sapiens), P61981 | FP, 14-3-3gamma / TMR-pS259-Raf peptide binding | inhibition, % at 40 µM | 0.19% of 160,000 active; in the data active means inhibition above about 30%;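 further: 0% = protein plus tracer without compound and 100% = blank with tracer alone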
Target sequence (P61981 whole entry, looked up): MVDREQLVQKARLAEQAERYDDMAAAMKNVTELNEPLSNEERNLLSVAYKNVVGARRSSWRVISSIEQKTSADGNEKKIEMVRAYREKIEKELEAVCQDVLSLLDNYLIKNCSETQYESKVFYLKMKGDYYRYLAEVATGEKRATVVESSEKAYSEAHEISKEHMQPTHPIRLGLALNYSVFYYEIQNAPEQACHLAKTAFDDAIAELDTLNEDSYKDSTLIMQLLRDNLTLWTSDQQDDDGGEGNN
Starred values were filed as active, the others as inactive; & = joins results of further samples.

SMILES	14-3-3 PPI
c1ccc(CCNC2=NCCCS2)cc1	-2
O=C(Nc1ccc(Br)cc1)C1CCN(S(=O)(=O)c2cccc3nonc23)CC1	-41
CC(=O)CCc1c(C)[nH]c2ccccc2c1=O	0
Cc1ccc(Nc2c(-c3ccccc3O)nc3ccc(Cl)cn23)cc1	-2
C=CCn1c(SCn2nnc3ccccc3c2=O)nc2scc(-c3cccs3)c2c1=O	-9
CN1CCN(CCOc2cccc(Cl)c2)CC1	-11
CN(C)c1ccc(NC(=O)CSc2nc3ccccc3c(=O)n2Cc2ccc3c(c2)OCO3)cc1	-5
CSCCC(C(=O)Nc1ccc(C)cc1C)N1C(=O)c2ccccc2C1=O (stereo not drawn)	-13
COC(=O)Cc1c(C)c2ccc(O)c(C)c2oc1=O	-7
CC(C)(C)OC(=O)N1CCC[C@H]1c1nnc(SCc2ccccc2F)o1	4
CCCc1oc2c(cc(NS(=O)(=O)c3ccccc3)c3ccccc32)c1C(=O)OCC	-13
CCCC(=O)Nc1cc(C(=O)O)ccc1Sc1ccc(C)cc1	-16
CN(CC(=O)NCCC1=CCCCC1)S(=O)(=O)c1cccs1	-5
Cn1cnnc1SC1c2cccc3cccc(c23)C1NS(C)(=O)=O (stereo not drawn)	-5
O=c1c2ccccc2cnn1-c1nc2ccccc2s1	6
CC1=CC(C)(C)N2C(=O)C3(C(C#N)=C(N)Oc4cc(C)oc(=O)c43)c3cccc1c32 (stereo not drawn)	0
CCS(=O)(=O)N1CCC(C(=O)NCCCN2CCCC2)CC1	-3
CCOc1ccccc1NC(=O)CSc1nc2c(c(=O)n1Cc1ccccc1)SC(C)C2 (stereo not drawn)	0
COc1cccc(NC(=O)CCN2C(=O)c3ccccc3C2=O)c1	1
COc1ccc(N2CCN(Cc3nc4c(c(=O)[nH]c(=O)n4C)n3CCCc3ccccc3)CC2)cc1	-6
O=C1c2ccccc2C(=O)N1CCCCN(C(=O)c1ccc(F)cc1)c1ccc(Cl)cc1	4
CCCOC(=O)C1=C(C)NC(=O)NC1c1ccc(O)c([N+](=O)[O-])c1 (stereo not drawn)	6
COc1ccc(C(=O)N2CCN(c3c(Cl)cccc3[N+](=O)[O-])CC2)cc1	-16
O=S(=O)(Nc1ccc(Cl)cc1)c1ccc(NS(=O)(=O)c2ccc3c(c2)OCCO3)cc1	-6
COc1ccc(C2CC(c3ccc(OC)c(OC)c3)=NN2C(=O)c2cccs2)cc1 (stereo not drawn)	-9
CC(C)(C)c1cc(CO)c(O)c(CO)c1	7
CCOC(=O)c1c(C)[nH]c(C)c1-c1cccc2ccccc12	-1
O=c1nc2n(c3cc(Cl)ccc13)Cc1ccccc1-2	-3
Cc1ccc(NC(=O)CN2CCN(S(=O)(=O)c3ccc(F)cc3)CC2)cc1F	-4
CC(C)Cc1nc2sc3c(N4CCCCC4)ncnc3c2c2c1COC(C)(C)C2	-4
O=C(O)c1ccccc1C(=O)OCCCCOC(=O)c1ccccc1C(=O)O	-3
COc1ccc(CN2C(=O)c3ccccc3C2C(=O)NC2CCCC2)c(OC)c1 (stereo not drawn)	-5
Cc1cccc(N2CCN(C(=O)c3cc4c(C)nc5ccccc5c4o3)CC2)c1C	5
CC(C)(C)NCc1ccccc1OCc1cccs1	-4
O=C(O)c1cccc(NS(=O)(=O)c2cc(S(=O)(=O)c3ccc(Cl)cc3)ccc2Cl)c1	8
c1ccc(CCn2nnnc2C(c2cccnc2)N2CCN(c3ccccc3)CC2)cc1 (stereo not drawn)	-1
CCOc1cc2c(cc1OCC)C1C(C(=O)N3CCN(c4cccc(C)c4)C(C)C3)c3ccccc3C(=O)N1CC2 (stereo not drawn)	-9
COc1ccc(COC(=O)C2=C(C)NC3=C(C(=O)CCC3)C2c2cc(Cl)c(O)c(OC)c2)cc1 (stereo not drawn)	3
Cc1nc2ccc3nc(NC(=O)c4ccccc4Cl)sc3c2s1	-5
O=C(O)C1CNC(c2cccc(O)c2O)S1 (stereo not drawn)	0

Reprinted from the part before: four entries; new compounds follow.
SMILES	14-3-3 PPI
CCOc1cc2c(cc1OCC)C1C(C(=O)N3CCN(c4cccc(C)c4)C(C)C3)c3ccccc3C(=O)N1CC2 (stereo not drawn)	-9
COc1ccc(COC(=O)C2=C(C)NC3=C(C(=O)CCC3)C2c2cc(Cl)c(O)c(OC)c2)cc1 (stereo not drawn)	3
Cc1nc2ccc3nc(NC(=O)c4ccccc4Cl)sc3c2s1	-5
O=C(O)C1CNC(c2cccc(O)c2O)S1 (stereo not drawn)	0
Cc1ccc(Nc2c(-c3ccco3)nc3cc(C)ccn23)cc1	-13
COc1ccc(CCNC[C@@H](O)c2ccc(O)cc2)cc1OC	-2
CCc1nnc(NC(=O)CSc2nc(C)cc(C)c2C#N)s1	8
CC(=O)NC(c1ccco1)c1cc([N+](=O)[O-])c2cccnc2c1O (stereo not drawn)	-3
Cc1ccc(C2C=C(c3cccc(Br)c3)Nc3ncnn32)cc1 (stereo not drawn)	-4
CCc1ccc(OCc2nc(-c3ccccn3)no2)c(Br)c1	-2
Cc1cc(C)nc(NS(=O)(=O)c2ccc(NC(=O)c3oc4ccccc4c3C)cc2)n1	-7
NCCOc1ccccc1OCCN	-3
O=[N+]([O-])c1cccc(CN2CCN(Cc3ccncc3)CC2)c1	-3
O=C(CSc1ccccn1)c1ccc(F)cc1	-20
CCC(C)NC(=O)CCCn1c(=S)[nH]c2ccc(Br)cc2c1=O (stereo not drawn)	-11
NC(=O)c1nonc1C(N)=O	6
CC1=CC(C)(C)N(C(=O)c2ccccc2)c2ccccc21	3
Cc1ccc2c(c1)sc(=NC(=O)c1ccc(S(=O)(=O)N3CCCC3)cc1)n2C	-3
CN(C)Cc1nc2ccccc2c(=O)n1Cc1nc(-c2cc3ccccc3o2)cs1	-12
CCOc1ccc(C2NC(=O)NC(C)=C2C(=O)OCC(C)C)cc1 (stereo not drawn)	5
Brc1ccc(C2C=C(c3cccc(Br)c3)Nc3nnnn32)cc1 (stereo not drawn)	-11
CSc1ccccc1NC(=O)c1ccc(N2CC3CC(C2)c2cccc(=O)n2C3)c(NC(=O)c2ccc(C(C)(C)C)cc2)c1 (stereo not drawn)	-20
O=C(Cc1cc(=O)[nH]c(=O)[nH]1)NCCN1CCOCC1	-2
COc1ccc(NS(=O)(=O)c2ccc(Br)cc2)cc1	-1
COc1ccc(C(=O)Nc2nc(N)n(-c3ccccc3)n2)cc1OC	1
CC1CC(C)CN(C(=O)c2ccc(Sc3ccc(F)cc3)c([N+](=O)[O-])c2)C1 (stereo not drawn)	-5
Cc1ccc(C(=O)Nc2ccc(Cl)c(NC(=O)c3ccccc3)c2)cc1[N+](=O)[O-]	-3
CCCOC1(NC(=O)c2ccccc2)C(C)=CC(=O)C=C1C	0
O=C(c1cc2ccccc2oc1=O)N(Cc1cccs1)C1CCS(=O)(=O)C1 (stereo not drawn)	-4
CCc1cccc(NC(=O)C2c3ccccc3C(=O)N(CCOC)C2c2c[nH]c3ccccc23)c1 (stereo not drawn)	3
CCOC(=O)C1C(=O)C=C(C=Cc2cccs2)CC1c1ccccc1 (stereo not drawn)	4
Cc1ccc2c(c1)[nH]c1c(=O)n(Cc3ccccn3)cnc12	-6
COc1cc2c(C(=O)N3CCN(C)CC3)cn(C)c(=O)c2cc1OC	-3
CC1CN(C(c2cccs2)c2sc3ncnn3c2O)CC(C)O1 (stereo not drawn)	0

Sorted by the number under 14-3-3 PPI (highest first): three of the compounds above
SMILES	14-3-3 PPI
CCOC(=O)C1C(=O)C=C(C=Cc2cccs2)CC1c1ccccc1 (stereo not drawn)	4
COc1cc2c(C(=O)N3CCN(C)CC3)cn(C)c(=O)c2cc1OC	-3
Cc1ccc2c(c1)[nH]c1c(=O)n(Cc3ccccn3)cnc12	-6

Returning to the listing, repeating the four entries before the break.
SMILES	14-3-3 PPI
CCOC(=O)C1C(=O)C=C(C=Cc2cccs2)CC1c1ccccc1 (stereo not drawn)	4
Cc1ccc2c(c1)[nH]c1c(=O)n(Cc3ccccn3)cnc12	-6
COc1cc2c(C(=O)N3CCN(C)CC3)cn(C)c(=O)c2cc1OC	-3
CC1CN(C(c2cccs2)c2sc3ncnn3c2O)CC(C)O1 (stereo not drawn)	0
Cc1c(CCC#N)c(=O)n2c([nH]c3ccccc32)c1C#N	-4
Cc1ccc(C)c(N2CCN(C(=O)Cn3cccc3)CC2)c1	-6
COc1ccc(Br)cc1C1Nc2ccccc2NC2=C1C(=O)CC(c1ccc(Cl)cc1)C2 (stereo not drawn)	6
O=C(NC1CCCCCC1)C1CCC(CNS(=O)(=O)c2ccccc2)CC1 (stereo not drawn)	1
O=C(c1cc(-c2ccco2)on1)N1CCCc2ccccc21	-24&-35
COc1ccc2nc3oc(C(=O)NCCC(C)C)cc3cc2c1	16
O=C(Nc1ccccc1N1CCN(c2ccccc2)CC1)C1CCCCC1	-5
CCOc1cc2[nH]c(=S)n(CCCCC(=O)NCc3ccco3)c(=O)c2cc1OCC	-5
O=C(c1ccc(Cn2c(=S)[nH]c3ccsc3c2=O)cc1)N1CCN(c2ccccc2)CC1	-1
CCOC(=O)c1c(C)n(CC)c2ccc(OC(=O)c3ccccc3C)cc12	-9
CCCOC(=O)C1=C(C)NC2=C(C(=O)CC(c3ccc(OC)cc3)C2)C1c1cccc(F)c1 (stereo not drawn)	3
CC(=O)N(C)c1ccc(N=C2C(=O)Nc3ccc(C)c(Br)c32)cc1	-3
O=C(Nc1cc(C(=O)N2CCCC2)ccc1N1CCCC1)c1ccccc1	-10
Cc1cc(C)c2c(N)c3ccccc3nc2n1	-4
CCC(C)Nc1nc2c(c(=O)n(C)c(=O)n2C)n1Cc1ccc(F)cc1 (stereo not drawn)	-11
CCSC1=C(C#N)C(c2cccc(O)c2)CC(=O)N1 (stereo not drawn)	-1
CCCN1CCC(N(C)CCc2ccc(OC)c(OC)c2)CC1	7
Cc1nnc(SCC(=O)Nc2ccc3c(c2)COC3=O)n1-c1ccccc1	1
COc1cc(C(=O)Nc2ccc(S(=O)(=O)N3CCCCC3C)cc2)cc(OC)c1OC (stereo not drawn)	-4&-3
CN(C)c1ccc(C=Nc2ccc(S(N)(=O)=O)cc2)cc1[N+](=O)[O-]	-7

Among those listed so far, 8 have bromine:
SMILES	14-3-3 PPI
O=C(Nc1ccc(Br)cc1)C1CCN(S(=O)(=O)c2cccc3nonc23)CC1	-41
Cc1ccc(C2C=C(c3cccc(Br)c3)Nc3ncnn32)cc1 (stereo not drawn)	-4
CCc1ccc(OCc2nc(-c3ccccn3)no2)c(Br)c1	-2
CCC(C)NC(=O)CCCn1c(=S)[nH]c2ccc(Br)cc2c1=O (stereo not drawn)	-11
Brc1ccc(C2C=C(c3cccc(Br)c3)Nc3nnnn32)cc1 (stereo not drawn)	-11
COc1ccc(NS(=O)(=O)c2ccc(Br)cc2)cc1	-1
COc1ccc(Br)cc1C1Nc2ccccc2NC2=C1C(=O)CC(c1ccc(Cl)cc1)C2 (stereo not drawn)	6
CC(=O)N(C)c1ccc(N=C2C(=O)Nc3ccc(C)c(Br)c32)cc1	-3

(further entries)
SMILES	14-3-3 PPI
COC(=O)C1=CN(Cc2ccc(F)cc2)C=C(C(=O)OC)C1c1cccc(Oc2ccccc2)c1	10
Cc1ccc(N2COc3cc4c(cc3C2)OCO4)cc1C	1
COc1ccc(NC(=O)c2cc3nc(-c4cccs4)cc(C(F)(F)F)n3n2)c(OC)c1	-1
Cc1cc(C)n(C(=O)COc2ccc(Br)cc2)n1	6
CC1CCc2c(sc(NC(=O)c3cc4nc(-c5ccco5)cc(C(F)(F)F)n4n3)c2C(N)=O)C1 (stereo not drawn)	-1
O=C(Oc1c(Cl)cc(Cl)c2cccnc12)N1CCOCC1	-21
CC(=O)Nc1sc2c(c1C(=O)Nc1ccccc1C(F)(F)F)CCC(C(C)(C)C)C2 (stereo not drawn)	-3
Cc1cc(NC(=O)C2=C(O)c3ccccc3S(=O)(=O)N2C)no1	-8
COc1ccccc1NC(=O)c1c(NC(=O)c2ccco2)sc2c1CCC(C(C)(C)C)C2 (stereo not drawn)	-1
NS(=O)(=O)c1ccc(CNS(=O)(=O)c2cccc3nsnc23)cc1	-6
CCOC(=O)c1cn(CC)c2ccc(S(=O)(=O)N3CCC(C)CC3)cc2c1=O	4&-7
CN1CCN(S(=O)(=O)c2ccc(SCCOc3ccccc3)nc2)CC1	-2
COCCNC(=O)CSc1nc2ccc(N3CCOCC3)cc2c(=O)n1CCc1ccccc1	1
Cc1ccc(N2CCN(S(=O)(=O)c3cc(Br)cc4c3N(C(=O)C3CC3)CC4)CC2C)cc1 (stereo not drawn)	-25
Cc1c(NC(=O)C2CCCN2C(=O)c2cccs2)c(=O)n(-c2ccccc2)n1C (stereo not drawn)	0
CC1CCCC(NS(=O)(=O)c2ccc(F)c(C(=O)Nc3ccccc3Cl)c2)C1C (stereo not drawn)	-1
O=C(CC1N=C2c3ccccc3N=C(SCC(=O)c3ccccc3)N2C1=O)NCc1ccco1 (stereo not drawn)	-9
CCc1ccc(NC(=O)c2ccc(F)c(S(=O)(=O)NCc3ccccc3Cl)c2)cc1	0
CCC(C)NC(=O)C1c2ccccc2C(=O)N(C)C1c1c[nH]c2ccccc12 (stereo not drawn)	4
CC(C)Oc1ccc(C(=O)Nc2c3c(nn2-c2ccc([N+](=O)[O-])cc2)CSC3)cc1	-11
CCOc1ccccc1NC(=O)Cn1c(=O)n(-c2cc(C)cc(C)c2)c(=O)c2sccc21	-4
CC1CCCC(NC(=O)CN2C(=O)COc3ccc(Cl)cc32)C1C (stereo not drawn)	0
Cc1nn(Cc2ccccc2)c(C)c1NC(=O)CSc1nc2sc3c(c2c(=O)n1C)CCC3	13
Cn1c(SCc2cccnc2)nnc1-c1c[nH]c2ccccc12	4
CC(=O)Nc1ccc2nc(SCC(=O)NC3CC3)sc2c1	-8
O=[N+]([O-])c1ccc(NC(c2ccccn2)c2c[nH]c3ccccc23)cc1 (stereo not drawn)	-2
CCc1ccc(NC(=O)c2ccc(F)c(S(=O)(=O)N3CCc4ccccc4C3)c2)cc1	-4
COC(=O)c1nnn(CC(=O)Nc2ccccc2C(N)=O)c1C(=O)OC	-49
CC(=O)N1CCN=C1SCc1ccccc1	-1
CC(C)c1ccc(NC(=O)c2n[nH]c(=O)c3ccccc23)cc1	-3

Not all compounds are listed; the hit share may differ from the screen's.
